Mtb RmlCD inh – blocks M. tuberculosis RmlC and RmlD coupled enzymes | P9WH09+P9WH11 | RmlC+RmlD coupled enzyme assay, percent inhibition; primary screen in compound mixtures | inhibition, % at 3.6 µM | 160,000 tested, 0.03% active | AID 1533; in the data active = inhibition mostly above about 34%, no sharp cut-off; inconclusive = no clear call, values can overlap the other calls; inactive = mostly below about 22%; note: some results filed as inactive read as strong as hits
Target sequence (P9WH09 whole entry, looked up): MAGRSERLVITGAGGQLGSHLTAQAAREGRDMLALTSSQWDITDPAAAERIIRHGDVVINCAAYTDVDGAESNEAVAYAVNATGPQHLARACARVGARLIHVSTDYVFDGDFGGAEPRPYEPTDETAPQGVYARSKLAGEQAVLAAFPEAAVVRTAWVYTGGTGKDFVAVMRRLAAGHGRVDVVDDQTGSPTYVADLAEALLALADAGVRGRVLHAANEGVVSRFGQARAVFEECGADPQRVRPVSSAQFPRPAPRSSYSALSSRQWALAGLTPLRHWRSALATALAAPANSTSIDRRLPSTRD
Target sequence (P9WH11 whole entry, looked up): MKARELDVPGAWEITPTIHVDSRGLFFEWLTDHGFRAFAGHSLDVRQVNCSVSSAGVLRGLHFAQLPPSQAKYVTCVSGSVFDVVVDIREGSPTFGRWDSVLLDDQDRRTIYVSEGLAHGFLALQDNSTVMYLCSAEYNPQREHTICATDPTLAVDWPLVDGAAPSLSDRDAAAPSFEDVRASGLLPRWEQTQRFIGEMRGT
M. tuberculosis GlmU – inhibition of mycobacterial GlmU enzyme – biochemical, glucosamine-1-phosphate acetyltransferase (AID 1376) | M. tuberculosis GlmU acetyltransferase enzyme assay; higher % means a stronger effect | 220,000 tested, 0.25% active | inhibition, %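 (tested at 30 µM in the primary screen)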, or IC50 in µM where a hit was titrated; in the data active = inhibition above about 13%; inconclusive = no clear call, values can overlap the other calls;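 note: 0% = complete reaction with vehicle and 100% = reaction without substrate; strong numbers were not always called active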
* hit, by the source's call; ? = inconclusive; nt = not tested or not shown. The list is partial; count on the stated rates, not on these rows.

SMILES	Mtb RmlCD inh	M. tuberculosis GlmU
CC(=O)Cc1nsc(Nc2ccc(Cl)cc2)n1	5	0.3%
CC1CC(=O)C=C(O)C1C(=O)OC(C)(C)C (stereo not drawn)	-5	-6.1%
C=CCNC(=S)NNC(=O)COc1ccc2cc(Br)ccc2c1	-6	-4.7%
CCOC(=O)N1CCC(NC(=O)c2cc3c(-c4ccc(OC)c(OC)c4)nn(C)c3s2)CC1	8	1.4%
COC(=O)CCC(=O)OC1(C)C(=O)C2=CN(Cc3ccc4c(c3)OCO4)C(c3ccc(OC)cc3)=CC2=C(Br)C1=O (stereo not drawn)	nt	4.4%
Cc1cccc(CS(=O)(=O)Cc2ccc(C(=O)NCc3cccnc3)o2)c1	-6	-1.1%
COc1ccc(/C=N/NC(=O)c2ccncc2)cc1COc1ccc(NC(C)=O)cc1	nt	-2.7%
Nc1c(C(=O)Nc2ccc(F)cc2)sc(=S)n1-c1ccccc1F	9	-5.7%
CC[n+]1ccc(C[n+]2ccccc2)c2ccccc21	12	4.1%
CC(=O)Nc1cc(C(F)(F)F)ccc1OCCOc1ccccc1	nt	2.5%
CCN(c1ccccc1)S(=O)(=O)c1ccc(NCC2COc3ccccc3O2)nc1 (stereo not drawn)	-9	-1.1%
Cc1ccc(-c2cc(C(=O)NCc3ccc4c(c3)OCO4)[nH]n2)c(O)c1C	-11	1.9%
O=C(NC(=S)Nc1ccc2c(c1)OCCO2)c1cccc2ccccc12	nt	1.4%
CC(C)Sc1n[nH]c(=O)n1-c1ccccc1	-10	-3.5%
CC(C)CCNC(=O)NC(=O)COC(=O)C1=COCCO1	17	1.1%
Cc1ccc(C)c(-n2nnnc2SCC(=O)Nc2cccc(-c3nnc4n3CCCCC4)c2)c1	19	0.2%
Cc1ccc2[nH]c(=O)c(CN(CCCN3CCOCC3)C(=O)NC3CCCCC3)cc2c1	nt	-0.5%
COc1ccc(NC(C)c2ccccc2)cc1 (stereo not drawn)	22	0.4%
O=C(CN1CCCCCC1)Nc1cccc([N+](=O)[O-])c1	2	-1.2%
CCCn1c(=O)c2ccccc2n2c(SCCOc3ccccc3)nnc12	8	-5.6%
O=C(O)C1CCCCC1C(=O)NC(c1ccccc1)c1ccccc1 (stereo not drawn)	84	2.4%
O=C(NCc1ccco1)Nc1ccc(Br)cc1	9	0.8%
O=c1[nH]cnc2scc(-c3ccc(-c4ccccc4)cc3)c12	4	-4.0%
CCn1c(SCc2ccc([N+](=O)[O-])cc2)nnc1C(C)NC(=O)c1ccc(C)cc1 (stereo not drawn)	3	-0.8%
COc1ccc(-c2nc(-c3ccc(Br)o3)no2)cc1	8	-1.7%
O=C(NCc1ccc2c(c1)OCO2)c1cccc(Cl)c1	-1	-1.6%
COc1ccc(S(=O)(=O)n2nc(C)cc2C)c(C)c1C	-9	-0.5%
O=C(/C=C/c1cccc(Br)c1)Nc1nn[nH]n1	3	nt
CC(=O)c1cccc(NC(=O)NC(C)C2CCCO2)c1 (stereo not drawn)	9	-3.4%
CCOC(=O)C1(Cc2ccccc2)CCCN(Cc2ccc(OCCO)cc2)C1 (stereo not drawn)	nt	-4.5%
CC(C)c1nnc(NC(=O)CCS(=O)(=O)c2nc(-c3cccs3)cc(C(F)(F)F)n2)s1	5	4.3%
Cc1nn(-c2nc(-c3ccco3)cc(C(F)(F)F)n2)c(C)c1Cl	20	0.3%
O=C(O)CC(NC(=O)C1c2ccccc2Oc2ccccc21)c1ccc(Cl)cc1 (stereo not drawn)	-5	-2.9%
CC(C)(C)OC(=O)NCCCC1=CC2=CC(=O)C(C)(OC(=O)C3CCCC3)C(=O)C2=CO1 (stereo not drawn)	nt	-0.3%
CCOC(=O)N1CCN(C(=O)CN(Cc2ccc(Cl)cc2)S(C)(=O)=O)CC1	nt	-1.0%
NC(=O)Cc1ccc2c(c1)[nH]c1ccccc12	-2	-1.5%
CS/C(=N\N(C)C(N)=O)c1ccccc1	7	-1.0%
Cc1ccc(S(=O)(=O)Cn2nnnc2C(c2ccccc2)N2CCN(c3ccccc3)CC2)cc1 (stereo not drawn)	nt	1.1%
Cc1ccc(-c2cc(C(=O)O)c3sc(N4CCCCC4)nc3n2)cc1	-5	0.2%
CCN(CC)C(=O)c1cncc(C(=O)N(CC)CC)c1-c1ccccc1	1	-2.9%
Cc1nc2c(-c3ccc(Cl)cc3)cnn2c2c1CCC2	5	-2.0%
Cc1ccc(Nc2nnc(SCC(=O)c3ccc(Br)s3)s2)c(C)c1	7	-4.6%
Cc1ccc(Cl)cc1NC(=O)Cn1cccc1	5	-4.0%
COc1ccc(S(=O)(=O)NCCN2CCNC2=O)cc1OC	nt	2.9%
CCOC(=O)c1c(-c2ccccc2Cl)csc1NC(=O)c1cc(S(=O)(=O)N2CCOCC2)ccc1C	-12	-1.4%
CC(C)(CO)Nc1ccc([N+](=O)[O-])cc1[N+](=O)[O-]	nt	-1.6%
CC(C)Oc1ccc(C(=O)NC(=S)Nc2ccc(Cl)c(C(=O)O)c2)cc1	6	2.4%
CCCOc1ccc(Cc2nn3c(=O)/c(=C/c4ccco4)sc3nc2=O)cc1	-8	1.0%
Cc1ccc(-n2c([S-])c(C(=O)NC(C)c3ccccc3)[n+]3ccccc23)cc1 (stereo not drawn)	5	-0.8%
Cc1cc2nnc(SC3CCOC3=O)n2c2ccccc12 (stereo not drawn)	1	-2.0%
Cn1ccc(-c2cc(C(=O)O)c3ccccc3n2)n1	nt	-1.0%
Cc1cccc(C)c1Nc1nnc(SC/C(O)=C(\C#N)c2nc3ccccc3[nH]2)s1	nt	6.7%
CC(C)SCc1nc2ccccc2[nH]1	?	nt
CN(C)C(=O)Nc1ccc(F)cc1F	17	0.2%
CSc1cccc(NC(=O)CSc2ccc(C)cc2)c1	-7	0.4%
CCOc1ccc(C(=O)Nc2ccc(NC(=O)c3cccs3)cc2)cc1[N+](=O)[O-]	5	-4.8%
C=CCNc1oc(Cc2cccc3ccccc23)nc1C#N	-6	0.3%
S=c1nc(-c2ccccc2Br)[nH][nH]1	nt	-3.6%
Fc1cccc(/C=C2\CCCC3=C2NC(=S)NC3c2cccc(F)c2)c1 (stereo not drawn)	-3	1.1%
CNC1=C([N+](=O)[O-])CC([N+](=O)[O-])=C(N2CCNCC2)N1C	34	-2.1%

Going on with the list:
SMILES	Mtb RmlCD inh	M. tuberculosis GlmU
Cn1c(S(=O)(=O)Cc2ccc(Cl)cc2)nc2ccccc21	nt	4.7%
OC(COc1ccc2ccccc2c1Br)Cn1ccnc1 (stereo not drawn)	10	-7.4%
CC(C)C(C(=O)O)N1C(=O)/C(=C/C=C/c2ccco2)SC1=S (stereo not drawn)	-3	48µM*
C=CCn1c(=NC(=O)c2ccc(S(=O)(=O)N3CCCc4ccccc43)cc2)sc2cc(S(N)(=O)=O)ccc21	4	-1.8%
Cc1ccc(S(=O)(=O)N(CC(O)CN2CCCC2)c2ccccc2)cc1 (stereo not drawn)	6	-3.8%
Cc1cc(C)[n+]2[nH]c(N)c(N=Nc3ccccc3)c2n1	-9	0.2%
CCc1nnc(NC(=O)CSc2nc3c(C)cccc3[nH]2)s1	nt	0.9%
O=C(Nc1ccc(-c2cn3c(n2)SCC3)cc1)c1ccc2c(c1)OCO2	-10	5.0%
COc1ccc(C(=O)OCCNC(=O)c2ccncc2)cc1OC	1	-6.7%
COc1ccccc1-c1noc(-c2ccccc2C(=O)N2CCOCC2)n1	-9	3.9%
Brc1ccc(Oc2nnnn2-c2ccccc2)cc1	9	-4.3%
CCCCn1c(N)c(N2CCOCC2)c(=O)n(CC(=O)NC(C)c2ccccc2)c1=O (stereo not drawn)	9	-2.4%
Cc1ccc(C)c(NC(=S)N2CCC(c3nc4ccccc4s3)CC2)c1	-5	5.0%
O=C(NC(=S)Nc1ccccc1N1CCCC1)c1ccc(-c2cccc([N+](=O)[O-])c2)o1	-9	1.2%
Cc1cc(C)n(Cc2ccc(NC(=O)c3nn(C)cc3[N+](=O)[O-])cc2)n1	nt	-0.3%

Random excerpt: 4 compounds from above.
SMILES	Mtb RmlCD inh	M. tuberculosis GlmU
CCc1nnc(NC(=O)CSc2nc3c(C)cccc3[nH]2)s1	nt	0.9%
Cn1c(S(=O)(=O)Cc2ccc(Cl)cc2)nc2ccccc21	nt	4.7%
Cc1cc(C)n(Cc2ccc(NC(=O)c3nn(C)cc3[N+](=O)[O-])cc2)n1	nt	-0.3%
O=C(Nc1ccc(-c2cn3c(n2)SCC3)cc1)c1ccc2c(c1)OCO2	-10	5.0%

The list continues:
SMILES	Mtb RmlCD inh	M. tuberculosis GlmU
Cn1c(C(C#N)C2=C(Cl)C(=O)N(c3ccccc3)C2=O)nc2ccccc21 (stereo not drawn)	-9	5.4%
CCOC(=O)C(NC(C)=O)(Nc1ccc(S(N)(=O)=O)cc1)C(F)(F)F (stereo not drawn)	-11	0.1%
CCN(Cc1cc2cc(C)ccc2[nH]c1=O)C(=O)c1cccc(OC)c1	-8	nt
CCOc1ccc(-n2c(O)c(C=Nc3ccc(N(CC)CC)cc3)c(=O)[nH]c2=O)cc1	nt	-1.2%
Cc1cc(C(=O)O)n(C(C)(C)C)n1	-8	0.1%
CCOC(=O)c1ccc(NC(=O)CSc2nnc(C3CC3)n2CC)cc1	nt	2.3%
COc1cc2c(C(=O)NCc3ccccn3)cn(C)c(=O)c2cc1OC	14	0.4%
CC(C)(C)NC(=O)CSc1nncn1NCc1cccc2ccccc12	13	0.6%
CCOC(=O)N1CCC(N2C(=O)c3ccc(C(=O)NCc4ccc(F)cc4)cc3C2=O)CC1	10	4.2%
O/N=C/c1cn(-c2ccccc2)nn1	-11	6.5%
Cc1ccc(-n2c(N)c(C(=O)N3CCCCC3)sc2=S)cc1	21	6.9%
CC(/C=C/c1ccccc1)=N/NC(=O)CCC(=O)Nc1ccccc1C	nt	2.2%
Cc1ccc(NC(=O)CN(C)CC(=O)Nc2ccc(F)c(Cl)c2)cc1	-15	0.5%
COc1ccc(OC)c(CN(CCN2CCOCC2)C(=O)Nc2cccc(Cl)c2)c1	-1	-1.3%
Brc1cccc(-c2nnc(SCc3ccon3)n2-c2ccccc2)c1	2	2.3%
CCc1noc(C)c1C(=O)Nc1sc(C(=O)N(C)C)c(C)c1C(=O)OC	12	-1.8%
O=C(CSc1nnnn1C1CCCCC1)NCc1ccccc1	1	-1.2%
CCOc1ccc(NC(=O)Nc2ccc3c(c2)N(C)C(=O)CS3)cc1	-13	-2.2%
Cc1c(NC(=O)C(C)OC(=O)/C=C/c2ccccc2)c(=O)n(-c2ccccc2)n1C (stereo not drawn)	-11	2.4%
OCC1N=C(c2ccccn2)OC1c1ccccc1 (stereo not drawn)	nt	-0.7%
O=C(COC(=O)CCCN1C(=O)c2ccccc2C1=O)Nc1cc(Cl)cc(Cl)c1	nt	0.6%
COc1ccc(OC)c(NC(=O)CCn2cccc2)c1	nt	-1.3%
Cc1sc(NC(=O)CSc2nnc(-c3ccc(F)cc3)o2)c(C#N)c1C	nt	4.7%
CC(C)c1ccc(NC(=O)c2cc(Br)ccc2Br)cc1	-4	0.8%
Cc1ccc(O)c(NC(=O)CSc2n[nH]c(C)c2[N+](=O)[O-])c1	-8	4.8%
Cc1nc2ccc(S(=O)(=O)NCC(=O)N3CCCC(C)C3)cc2s1 (stereo not drawn)	nt	2.0%
CC1CCCC(C)N1CC(O)COc1c(F)cc(Br)cc1F (stereo not drawn)	-15	-1.5%
Cn1c(Cn2c(=O)sc3ccccc32)nnc1SCc1cccnc1	0	2.4%
O=C(Nc1nc(-c2cccnc2)cs1)c1ccccc1Cl	-14	6.5%
O=C(CN1CCOCC1)NCC(=O)Nc1ccc(Br)cc1C(=O)c1ccccc1	6	2.1%

Compound profiles, as listed above.
O=C(CSc1nnnn1C1CCCCC1)NCc1ccccc1 in the list: Mtb RmlCD inh: 1; M. tuberculosis GlmU: -1.2%
Cc1c(NC(=O)C(C)OC(=O)/C=C/c2ccccc2)c(=O)n(-c2ccccc2)n1C (stereo not drawn) in the list: Mtb RmlCD inh: -11; M. tuberculosis GlmU: 2.4%

Later entries
SMILES	Mtb RmlCD inh	M. tuberculosis GlmU
Cc1cc(C)c(C)c(OCCOCCN2CCN(C)CC2)c1	-4	4.8%
Nc1ccccc1Nc1cc(-c2ccccc2)nn1-c1ccccc1	3	-3.4%
CCC(=O)NC(=S)Nc1cccc(NC(=O)c2ccco2)c1	8	2.0%
O=C1c2cccc3cc([N+](=O)[O-])cc(c23)C(=O)N1/N=C/c1ccc(O)cc1O	-11	0.0%
C[C@]12CCC(=O)C=C1CC[C@@H]1[C@@H]2CC[C@@]2(C)[C@H]1CC[C@]2(C)O	-6	nt
Cc1noc(NC(=O)c2ccc(F)cc2)c1C#N	-8	0.6%
C=CCSc1nnc(C)n1-c1ccc(Cl)cc1	-10	1.4%
Cc1ccccc1NC(=S)N(Cc1cccs1)C1CCCC1	-5	-3.5%
Cc1cc(C)nc(N2N=C(c3ccccc3)CC2=O)n1	65	-0.1%
O=C(Nc1ccc(F)cc1F)N1CCN(c2ncccn2)CC1	nt	1.5%
CCOc1ccc(N(CC(=O)Nc2nccs2)S(=O)(=O)c2c(C)noc2C)cc1	-11	-0.9%
Cc1cc(C2C(C#N)=C(N)OC3=C2C(=O)CC(C)(C)C3)c(C)s1 (stereo not drawn)	6	-1.3%
O=C(COC(=O)c1cccc(S(=O)(=O)N2CCN(c3ccc(F)cc3)CC2)c1)NCC1CCCO1 (stereo not drawn)	5	-0.6%

3 structures out of the list, sorted by molar mass, falling:
SMILES	Mtb RmlCD inh	M. tuberculosis GlmU
CCOc1ccc(N(CC(=O)Nc2nccs2)S(=O)(=O)c2c(C)noc2C)cc1	-11	-0.9%
Cc1cc(C2C(C#N)=C(N)OC3=C2C(=O)CC(C)(C)C3)c(C)s1 (stereo not drawn)	6	-1.3%
Cc1cc(C)c(C)c(OCCOCCN2CCN(C)CC2)c1	-4	4.8%

Screening data from PubChem BioAssay.
